SENP6 inh: inhibitors of human SENP6 protease | Recombinant SENP6 catalytic domain, aminoluciferin luminescence | inhibition, % at 10 µM | 1.8% of 330,000 active | AID 2599;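 active = inhibition above about 50% at the single tested dose, limit read from the data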;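 also: plate controls were DMSO wells with enzyme for no effect and DMSO wells lacking enzyme for full effect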
Target sequence (Q9GZR1 628-1112 limits assumed): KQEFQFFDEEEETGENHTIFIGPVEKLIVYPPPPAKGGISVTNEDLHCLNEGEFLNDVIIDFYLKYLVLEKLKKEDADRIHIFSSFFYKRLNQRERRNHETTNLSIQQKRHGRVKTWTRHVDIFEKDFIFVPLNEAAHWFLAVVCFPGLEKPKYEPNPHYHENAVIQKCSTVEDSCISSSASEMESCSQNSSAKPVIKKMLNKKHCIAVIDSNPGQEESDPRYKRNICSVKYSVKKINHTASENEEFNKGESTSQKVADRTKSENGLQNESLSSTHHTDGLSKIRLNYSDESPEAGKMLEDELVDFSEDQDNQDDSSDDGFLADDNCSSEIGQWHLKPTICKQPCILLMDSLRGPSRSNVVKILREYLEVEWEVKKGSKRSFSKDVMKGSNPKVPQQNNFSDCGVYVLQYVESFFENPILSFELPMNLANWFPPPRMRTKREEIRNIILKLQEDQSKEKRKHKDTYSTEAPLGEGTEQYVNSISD
HKDC1 inhibitor: inhibitors of human hexokinase HKDC1; inhibition, % at 20 µM; recombinant HKDC1, G6PDH/diaphorase resazurin coupled fluorescence; Q2TB90; 0.16% of 340,000 active;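 active = inhibition above about 35% when tested at 20 µM, limit read from the data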;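 also: plate controls were DMSO wells with enzyme for no effect and DMSO wells lacking enzyme for full effect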
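Test system: recombinant HKDC1 (HK5) hexokinase enzyme, produced in-house / Doses: 20 µM test compound, 1% DMSO / Timing: 90 min, room temperature / Detection: G6PDH/diaphorase-coupled fluorescence, 1 mM NADP, 100 µM resazurin, 525/613 nm / Control set: DMSO wells with and without enzyme mix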
SENP8 block-1: inhibitors of human SENP8 protease; 0.64% of 360,000 active; inhibition, % at 20 µM; AID 602440; recombinant SENP8, Nedd8 substrate fluorescence; in the data active = inhibition mostly above about 40%, no sharp cut-off; inactive = mostly below about 27%
UBC13 inh: inhibitors of human UBC13 polyubiquitin chain formation. AID 485273. inhibition, % at 20 µM. 0.47% of 330,000 active. TR-FRET. P61088; in the data active = inhibition above about 45%, passing the limit was not always enough
Target sequence (P61088 whole entry, looked up): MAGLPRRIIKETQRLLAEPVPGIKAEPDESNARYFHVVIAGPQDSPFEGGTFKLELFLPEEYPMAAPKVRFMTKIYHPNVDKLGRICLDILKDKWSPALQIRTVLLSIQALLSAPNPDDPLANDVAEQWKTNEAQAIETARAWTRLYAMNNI
PfGluPho inh: PfG6PD (Plasmodium falciparum) enzyme inhibition | PfGluPho enzyme, NADPH resazurin-diaphorase fluorescence | inhibition, % at 20 µM | AID 504690 | 0.78% of 350,000 active;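 active = inhibition reaching at least a set limit at 20 µM in the primary screen, cut at about 59% in these data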;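 also: 0% = DMSO wells with substrate and 100% = DMSO wells lacking glucose-6-phosphate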
SENP7 inh: SENP7 protease inhibition; Q9BQF6; recombinant SENP7, Z-RLRGG-aminoluciferin luminescence, 40 min; inhibition, % at 5 µM; 1.5% of 330,000 active; AID 434973;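 active = inhibition above about 50% at the single test dose, limit read from the data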;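 also: plate controls were DMSO with enzyme for no effect and no enzyme buffer wells for full effect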
Target sequence (Q9BQF6 706-1050 limits assumed): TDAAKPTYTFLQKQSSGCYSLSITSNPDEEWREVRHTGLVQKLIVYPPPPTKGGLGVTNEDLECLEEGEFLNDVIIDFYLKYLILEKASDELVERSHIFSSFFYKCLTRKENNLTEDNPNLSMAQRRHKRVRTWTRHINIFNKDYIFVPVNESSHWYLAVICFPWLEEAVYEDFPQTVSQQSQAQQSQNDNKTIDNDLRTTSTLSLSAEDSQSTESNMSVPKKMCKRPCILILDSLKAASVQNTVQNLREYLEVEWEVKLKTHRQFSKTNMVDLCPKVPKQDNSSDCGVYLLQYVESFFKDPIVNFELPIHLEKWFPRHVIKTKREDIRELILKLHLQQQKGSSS
SENP1 FRET inh: blocks the human SENP1 SUMO protease catalytic domain; inhibition, % at 10 µM; Q9P0U3; AID 624204; recombinant SENP1 catalytic domain, CyPet-SUMO1-YPet FRET cleavage; 0.21% of 360,000 active;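 active = inhibition at least 30% at 10 µM, raw YFP signal under a set limit, fluorescence ratio 0.5 to 1.5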;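 also: 0% = enzyme with DMSO and 100% = no enzyme wells; some results filed as inactive read as strong as hits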
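System: Recombinant human SENP1 catalytic domain, His6-tagged | Incubation: Enzyme reaction for 50 min at room temperature, dark | Medium: Tris pH 8 with BME, BSA, NP40 and catalase | Also added: 25 nM SUMO1 FRET substrate | Compound: 10 µM single point, 0.5% DMSO | Measured by: FRET fluorescence in CFP and YFP emission channels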
SENP8 block-2: blocks the human protease SENP8; purified SENP8, Z-RLRGG-aminoluciferin cleavage, luminescence; inhibition, % at 10 µM; 1.2% of 330,000 active; AID 2540; in the data active = inhibition above about 50%
beta cell repl: inducers of beta-cell replication in MIN6 cells; MIN6 cells proliferation, ATPlite luminescence, 48 h; cells starved in 0.2% serum; 100% = growth in 10% serum; proliferation, % at 10 µM; 0.29% of 330,000 active; AID 2380;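 active = compounds whose signal lies at least 3.5 SD above the mean of all wells on their plate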;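 also: 0% = DMSO-treated cells in low-serum medium and 100% = 10% serum control; some compounds called inactive have numbers as strong as hits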
Starred values were filed as active, the others as inactive; · = no result given.

| canonical_smiles | beta cell repl | PfGluPho inh | SENP6 inh | SENP1 FRET inh | SENP8 block-1 | SENP7 inh | UBC13 inh | HKDC1 inhibitor | SENP8 block-2 |
| --- | --- | --- | --- | --- | --- | --- | --- | --- | --- |
| Cc1cc(C(=O)COC(=O)c2ccc([N+](=O)[O-])o2)c(C)n1CC1CCCO1 (stereo not given) | -1.8 | 19.3 | 49.1 | -0.2 | 13.3 | 15.0 | -11.8 | 2.5 | 6.8 |
| CC(NC(=O)CN1C(=O)NC2(CCCCCC2)C1=O)c1ccccc1Cl (stereo not given) | -2.2 | 4.9 | -7.3 | 0.5 | -1.0 | 3.1 | 8.3 | 0.0 | 0.8 |
| CC[C@]12c3[nH]c4ccc(OC)cc4c3CCN1C(=O)C(CC(=O)NC/C=C(\C)CCC=C(C)C)C[C@@H]2C(=O)N1CCN(C(=O)C2CC2)CC1 (stereo not given in full) | · | -4.1 | · | 1.7 | 14.8 | 4.5 | · | -1.6 | · |
| COc1ccc(C(=O)Nc2ncc3c(n2)CC(C)CC3=O)cc1 (stereo not given) | -1.2 | -15.3 | 2.2 | 2.2 | 2.0 | 3.0 | -3.1 | -5.5 | -9.9 |
| O=C(c1ccco1)N1CCN(C2c3ccccc3-c3ccccc32)CC1 | 2.3 | -21.3 | -22.8 | 1.5 | 7.8 | 5.0 | 5.3 | 1.2 | 1.3 |
| O=C1NC(=O)C2(CCC(C(=O)O)C2)N1 (stereo not given) | -2.6 | -6.3 | -17.1 | -1.1 | 25.5 | -4.0 | 7.1 | -14.3 | 1.8 |
| CCC(Sc1nc(C)cc(=O)[nH]1)C(=O)Nc1sc2c(c1C#N)CCCC2 (stereo not given) | -3.7 | -14.2 | -44.5 | 0.5 | 22.3 | 5.0 | -3.7 | 7.8 | 1.1 |
| COCCOc1ccc(C(F)(F)F)cc1NC(=O)COC(=O)c1ccc(N2CCCC2=O)cc1 | -3.7 | 13.1 | -18.0 | 0.0 | 11.7 | -4.8 | -15.1 | -5.3 | -9.1 |

Reprinted from the part before: 3 entries; new compounds follow.
| canonical_smiles | beta cell repl | PfGluPho inh | SENP6 inh | SENP1 FRET inh | SENP8 block-1 | SENP7 inh | UBC13 inh | HKDC1 inhibitor | SENP8 block-2 |
| --- | --- | --- | --- | --- | --- | --- | --- | --- | --- |
| O=C1NC(=O)C2(CCC(C(=O)O)C2)N1 (stereo not given) | -2.6 | -6.3 | -17.1 | -1.1 | 25.5 | -4.0 | 7.1 | -14.3 | 1.8 |
| CCC(Sc1nc(C)cc(=O)[nH]1)C(=O)Nc1sc2c(c1C#N)CCCC2 (stereo not given) | -3.7 | -14.2 | -44.5 | 0.5 | 22.3 | 5.0 | -3.7 | 7.8 | 1.1 |
| COCCOc1ccc(C(F)(F)F)cc1NC(=O)COC(=O)c1ccc(N2CCCC2=O)cc1 | -3.7 | 13.1 | -18.0 | 0.0 | 11.7 | -4.8 | -15.1 | -5.3 | -9.1 |
| CCN(C(=O)c1ccc(S(=O)(=O)N2CCCCC2)cc1)C1CCS(=O)(=O)C1 (stereo not given) | 2.2 | -0.2 | 7.4 | -0.5 | 0.4 | 0.4 | 5.2 | -5.9 | 3.2 |
| O=C(CSc1nnc(Cc2ccccc2)n1-c1ccc(Cl)cc1)N1CCOCC1 | -1.8 | 4.9 | -15.7 | 0.1 | 4.7 | -1.6 | 2.0 | -7.9 | -5.9 |
| COc1ccc(C(=O)Nc2ccc(S(=O)(=O)NCc3ccco3)cc2)cc1OC | 4.0 | 3.4 | -4.5 | 3.3 | -2.1 | -2.4 | 3.6 | -2.6 | 0.0 |
| CCC(=O)c1ccc(OCC(=O)Nc2nc(-c3cccnc3)cs2)cc1 | -1.4 | 12.1 | -11.7 | -5.6 | 6.3 | 8.4 | -9.7 | 8.7 | 0.0 |
| O=C(NCCC1=CCCCC1)C1CC(=O)N(Cc2ccccc2)C1 (stereo not given) | 0.7 | 4.4 | -13.3 | -3.4 | 4.3 | -7.2 | 8.9 | -10.3 | 1.5 |
| O=C(C[n+]1cccc(NC(=O)c2ccccc2)c1)c1ccccc1 | 0.3 | 3.5 | -4.8 | 1.1 | 33.8 | -0.5 | 5.8 | 4.9 | -0.5 |
| CC(=O)c1ccc(OCCCC(=O)N2CCN(S(=O)(=O)c3cc(C)ccc3C)CC2)cc1 | -0.8 | -3.5 | -14.4 | -0.6 | 7.3 | 1.8 | -5.2 | -1.5 | 0.6 |
| COc1ccc(-c2cc(C(F)F)n3ncc(C(=O)Nc4ccc(C(=O)N5CCOCC5)cc4)c3n2)cc1 | 1.1 | 10.5 | -20.9 | -11.4 | -193.1 | 3.2 | 16.1 | 4.8 | -4.5 |
| CC1CN(C(=O)c2cc3cc([N+](=O)[O-])ccc3oc2=O)CC(C)O1 (stereo not given) | -1.3 | 16.3 | 14.8 | 3.6 | 33.6 | 12.2 | -8.8 | -6.2 | 1.9 |
| CCCCCCCCCC(=O)Nc1cccnc1 | 0.2 | · | -11.1 | · | · | -2.1 | 5.6 | · | -8.3 |
| O=C(NCC1CCCO1)c1cc2ccccc2nc1Cl (stereo not given) | -0.5 | -15.8 | -15.7 | 1.6 | 8.8 | 2.6 | 1.4 | 9.4 | -3.1 |
| Cc1ccc(S(=O)(=O)c2ccc(-n3nc(C)cc3N)cc2)cc1 | -1.2 | 5.1 | -13.4 | 3.0 | 12.8 | 4.4 | 3.6 | -0.8 | 1.5 |
| Cc1ccc(S(=O)(=O)NCCC(=O)OCC(=O)N2CCCC2=O)cc1 | 2.2 | -1.1 | -2.0 | -0.2 | 6.2 | 4.5 | 1.2 | 2.5 | -10.1 |
| COc1ccc(S(=O)(=O)N2CCOCC2)cc1NC(=O)COC(=O)c1ccc([N+](=O)[O-])s1 | -1.8 | 2.5 | 53.3* | 1.5 | 37.1 | 32.6 | -13.7 | 1.0 | 67.3* |
| CC(C)c1ccccc1-n1c(SCC(=O)c2ccc3c(c2)NC(=O)CO3)nc2ccccc2c1=O | -5.4 | 20.5 | 0.2 | -0.2 | 3.6 | -9.9 | 26.1 | -0.1 | -6.0 |
| Cc1cccc(CSC2=NCCN2C(=O)C2CC2)c1 | -1.1 | -6.4 | -15.3 | 1.5 | 24.3 | -9.3 | -8.2 | 1.3 | -5.7 |
| O=C(c1ccc(CNc2c(NC3CCCCC3)c(=O)c2=O)cc1)N1CCc2ccccc21 | · | -12.0 | · | 0.0 | 2.4 | · | · | -5.5 | · |
| COc1ccccc1N=Cc1c(C)c(C#N)c2[nH]c3ccccc3n2c1=O | -1.3 | -6.1 | 15.3 | -35.8 | -408.1 | 2.2 | -13.7 | 11.3 | 0.7 |
| CCOC(=O)c1ccc(NC(=O)CCOc2ccc(C)cc2)cc1 | -1.9 | -8.0 | -1.6 | -8.6 | 11.8 | 4.8 | 6.8 | -1.8 | 2.3 |
| COc1ccc(C(=O)Nc2ccc(C(=O)N3CCC(C)CC3)cc2)cc1OC | 3.4 | 11.1 | -15.4 | 1.3 | 8.1 | -2.1 | 1.3 | -6.4 | -6.8 |
| O=C(OC(C(=O)NC1CCCCC1)c1ccccn1)c1cccs1 (stereo not given) | -2.9 | -15.6 | -14.1 | -0.2 | 27.7 | -3.8 | -11.2 | 3.0 | -7.1 |
| COC(=O)c1cc(S(=O)(=O)Nc2cccc(C)c2C)cn1C | -2.9 | -4.8 | 0.3 | 2.5 | 20.4 | 2.5 | 2.6 | 2.6 | 2.0 |
| CCOC(=O)c1c(NC(=S)Nc2cc([N+](=O)[O-])ccc2OC)sc2c1CCCCC2 | 0.0 | · | -3.9 | · | · | 3.3 | -16.4 | · | 6.3 |
| N=C1C(c2nc3ccccc3[nH]2)=C(O)CN1c1ccc(F)cc1 | 0.9 | -3.4 | -2.6 | -4.1 | -43.6 | 2.6 | 0.9 | -0.4 | -8.1 |
| COCCCNC(=S)NNC(=O)c1csc(C)n1 | -0.1 | -20.0 | -14.1 | 0.6 | 17.5 | 3.7 | 32.3 | -5.9 | -3.2 |
| O=C(NCCN1CCOCC1)C(Sc1ccccc1)c1ccccc1 (stereo not given) | 7.8 | -2.0 | -9.0 | -0.9 | -4.2 | -3.9 | 7.1 | -6.1 | -2.4 |
| Cc1ccc(-c2noc(-c3ccccc3F)n2)cc1 | -0.6 | 18.7 | 95.8* | -1.0 | 6.8 | 96.6* | 5.2 | 17.1 | 76.1* |
| O=C(N=C1SC2CS(=O)(=O)CC2N1c1ccc(Cl)c(Cl)c1)C1CCCO1 (stereo not given) | -2.4 | 18.1 | 5.9 | 3.0 | 10.5 | -3.7 | 3.9 | -2.4 | -1.3 |
| CCc1cccc(NS(=O)(=O)c2ccc3c(c2)NC(=O)CC(=O)N3)c1 | 0.7 | 3.5 | -18.7 | 0.1 | 7.1 | -3.0 | -5.5 | -12.0 | -6.6 |
| CSc1nc(C)cc(SCCO)n1 | -3.4 | -5.4 | 4.5 | 1.5 | 9.0 | -0.1 | -1.7 | -15.9 | -3.9 |
| N/C(=N\OC(=O)c1cccc(F)c1)c1ccccn1 | -6.0 | -4.2 | 89.6* | 5.9 | 7.8 | 91.3* | -1.0 | -7.6 | 80.7* |
| COc1ccc(NC(=O)n2ncc3c(C)cccc32)cc1OC | -4.2 | 46.4 | 38.0 | 3.4 | 27.2 | 17.9 | 3.9 | 0.7 | 25.1 |
| O=C(COc1ccc(Cl)cc1Cl)Nc1nnc(C2=COCCO2)o1 | -2.2 | -18.6 | -6.1 | -2.3 | 14.5 | 5.5 | -22.8 | -2.7 | -3.6 |
| COc1cc(C(=O)COC(=O)c2cccs2)cc(OC)c1OC | -2.8 | -1.9 | -24.3 | 1.1 | 4.0 | -6.7 | -6.3 | -6.7 | -13.4 |
| COC(=O)c1cc(C(=O)OCC(=O)NC2CCCC2)cc([N+](=O)[O-])c1 | -3.5 | 13.2 | 13.8 | 0.4 | 19.4 | 5.7 | 2.2 | -2.5 | 3.6 |
| COc1ccc(OC)c(CNC(=O)C2CCN(S(=O)(=O)N3CCCC3)CC2)c1 | 2.0 | -5.0 | -15.8 | -0.1 | 8.3 | -0.3 | -1.0 | -6.4 | 7.0 |
| COC(=O)c1ccc(NS(=O)(=O)c2ccc3[nH]c(=O)oc3c2)cc1 | -1.4 | -41.4 | -10.8 | 3.1 | 12.6 | -6.6 | 1.4 | 1.7 | -3.0 |
| COc1ccc(OC)c(COC(=O)c2cc([N+](=O)[O-])ccc2N2CCOCC2)c1 | 6.4 | -7.0 | 10.7 | 0.4 | 32.2 | -1.8 | 4.0 | 1.5 | 5.6 |
| O=c1cc(-c2ccc(O)cc2)oc2ccc3ccccc3c12 | -7.8 | 0.3 | 97.4* | 24.6 | -198.6 | 98.8* | 33.4 | 2.9 | 98.0* |
| O=C(CCCn1c(=O)c2ccccc2n(Cc2cccc(F)c2)c1=O)NC1CCN(Cc2ccccc2)CC1 | -3.9 | · | 23.2 | · | · | 6.3 | 100.3* | · | 4.3 |
| COc1ccccc1C(=O)NCCC(=O)N(C)Cc1ccc(C)o1 | -0.2 | -0.5 | 0.9 | -0.3 | -4.7 | 0.0 | 2.4 | -1.4 | 6.3 |
| COc1cc(OC)cc(C(=O)NCC(=O)OC2CCCCC2=O)c1 (stereo not given) | -4.3 | -0.1 | -6.9 | 0.6 | 11.8 | -10.8 | -3.4 | -6.9 | -13.5 |
| CC(=O)Nc1ccc(NC(=O)CSC2=NS(=O)(=O)c3ccccc3N2)cc1 | -1.6 | -11.0 | -4.7 | 1.1 | 0.4 | -7.7 | -13.8 | -5.4 | 11.4 |
| COc1ccc(NC(=O)c2cc(S(=O)(=O)N3CCCCC3)c[nH]2)c(OC)c1 | -2.7 | 4.4 | -0.6 | 0.1 | 12.1 | 4.9 | -1.1 | -3.6 | -12.6 |

Screens as filed in PubChem.

Compounds were not picked by outcome. Share with any hit: about 4%.
